# Assay outcomes deposited in PubChem by Sanford-Burnham Center for Chemical Genomics.
# DNMT1 block: blocks human DNA methyltransferase DNMT1; DNMT1 molecular beacon, Hinp1I cleavage, fluorescence; inhibition (reported as % activation of signal), % at 10 µM; 0.83% of 360,000 active; AID 588458; in the data active = inhibition above about 50%
# LMPTP inh: LMPTP (human) inhibition | 0.22% of 360,000 active | inhibition, % at 20 µM | recombinant LMPTP-A, OMFP fluorogenic substrate, fluorescence intensity | AID 651560;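 active = compounds that cut the enzyme signal by at least half of the control window in the single-dose screen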;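 also: plate controls were DMSO wells with enzyme plus substrate for no effect and substrate without enzyme for full effect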
# Target sequence (P24666 whole entry, looked up): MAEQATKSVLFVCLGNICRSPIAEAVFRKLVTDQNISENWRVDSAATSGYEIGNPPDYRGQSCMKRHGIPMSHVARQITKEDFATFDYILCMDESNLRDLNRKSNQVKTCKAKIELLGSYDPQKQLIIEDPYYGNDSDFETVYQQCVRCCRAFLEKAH
#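 Material: LMPTP-A; amount: 0.625 nM enzyme; doses: single 20 µM dose; times: reaction 50 min, room temperature, dark; technique: fluorescence intensity of OMFP turnover product; benchmarks: no-enzyme and uninhibited controls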
# SKN-1 block: blocks SKN-1 activity in C. elegans | 0.49% of 360,000 active | C. elegans VP596 Pgst-4::GFP/RFP ratio, acrylamide-induced, 24 h | inhibition, % at 21.8 µM | AID 624304;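 active = interference check ratio from 0.5 to 1.5 plus GFP to RFP signal ratio inhibition reaching or exceeding a fixed threshold, cut at about 30% in these data, passing the limit was not always enough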; also: some compounds called inactive have numbers as strong as hits
# MT1-MMP act inh: MT1-MMP (human) activation inhibition. HT1080 RFP-PRO-GFP cells, GFP/RFP ratio fluorescence, overnight; percent of plate control window, DMSO zero. 0.061% of 360,000 active. GFP/RFP ratio change, % at 20 µM;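 active = GFP/RFP ratio change of at least 30% with cell ATP level not reduced by more than half and red fluorescence within 50% of control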; also: strong numbers were not always called active
#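 Material – HT1080 RFP-PRO-GFP cells · Control set – DMSO wells and RFP-L50D-GFP cells · Incubation – overnight cell settling, then overnight compound exposure, 37 °C, 5% CO2 · Compound dosing – single-point 20 µM compound, 1% DMSO · Read-out – GFP/RFP fluorescence ratio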
# CendR NRP1 mod: NRP-1/CendR interaction modulation; 0.85% of 360,000 active; AID 602438; O14786; inhibition, % at 25 µM; FAM-RPARPAR peptide binding to NRP-1, fluorescence polarization;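 active = inhibition or corrected inhibition above about 18%, plus a signal ratio from 0.5 to 1.5, limit read from the data, passing the limit was not always enough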; also: strong numbers were not always called active
# SUMO1 PPI mod: SUMO1-SIM interaction modulation; AID 602429; 0.33% of 360,000 active; P63165; inhibition, % at 20 µM; SUMO1 binding to a labelled peptide, TR-FRET, 1 h; in the data active = inhibition above about 37%
# Scp-1 inhibitor: Scp-1 (human) phosphatase inhibition; inhibition, % at 20 µM; Q9GZU7; Recombinant Scp1, phosphopeptide, malachite green phosphate absorbance; AID 493091; 0.88% of 340,000 active;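 active = inhibition above about 50% at 20 µM, limit read from the data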;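 also: plate controls were DMSO wells with enzyme for no effect and wells lacking enzyme for full effect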
#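 Test system: SCP-1 phosphatase catalytic domain, residues 76-261; measured by: colorimetric phosphate reagent with accelerator and stabiliser, absorbance at 630 nm; timing: enzyme reaction 45 min at room temperature, colour 5 min, stabilisation 30 min; also added: Phosphorylated 17-residue peptide substrate; compound dosing: one concentration, 20 µM, with 1.0% DMSO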
# Rpn11 inh: inhibitors of human proteasome Rpn11 | human 26S proteasome, Ub4-pepOG fluorescence polarization; 20S core pre-blocked with epoxomicin | 0.59% of 360,000 active | O00487 | calls only at 20 µM;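 active = inhibition at 20 µM, scaled to each plate's controls, above about 33%, limit read from the data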
# Target sequence (O00487 whole entry, looked up): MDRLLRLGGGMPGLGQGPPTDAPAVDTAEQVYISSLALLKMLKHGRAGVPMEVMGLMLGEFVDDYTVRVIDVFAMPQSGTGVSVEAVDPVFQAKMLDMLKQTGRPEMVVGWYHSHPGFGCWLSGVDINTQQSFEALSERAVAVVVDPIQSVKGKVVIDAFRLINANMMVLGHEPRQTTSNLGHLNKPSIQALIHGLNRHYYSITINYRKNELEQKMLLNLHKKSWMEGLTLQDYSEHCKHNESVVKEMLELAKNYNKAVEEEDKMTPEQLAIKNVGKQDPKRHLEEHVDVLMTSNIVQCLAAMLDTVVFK
# NadD inh: inhibitors of Staphylococcus aureus NadD; purified NadD enzyme, colorimetric absorbance read-out; inhibition, % at 20 µM; 0.78% of 360,000 active; in the data active = inhibition above about 26%; also: some compounds past the cut are filed as inactive
# STEP inh: inhibitors of human striatal-enriched phosphatase STEP; P54829; AID 588621; inhibition, % at 20 µM; recombinant STEP, OMFP fluorogenic substrate, fluorescence; 0.25% of 360,000 active;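 active = inhibition at 20 µM, scaled per plate between control wells, above about 37%, limit read from the data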;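 also: 0% = DMSO with enzyme and substrate and 100% = substrate only without enzyme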
# Target sequence (P54829 whole entry, looked up): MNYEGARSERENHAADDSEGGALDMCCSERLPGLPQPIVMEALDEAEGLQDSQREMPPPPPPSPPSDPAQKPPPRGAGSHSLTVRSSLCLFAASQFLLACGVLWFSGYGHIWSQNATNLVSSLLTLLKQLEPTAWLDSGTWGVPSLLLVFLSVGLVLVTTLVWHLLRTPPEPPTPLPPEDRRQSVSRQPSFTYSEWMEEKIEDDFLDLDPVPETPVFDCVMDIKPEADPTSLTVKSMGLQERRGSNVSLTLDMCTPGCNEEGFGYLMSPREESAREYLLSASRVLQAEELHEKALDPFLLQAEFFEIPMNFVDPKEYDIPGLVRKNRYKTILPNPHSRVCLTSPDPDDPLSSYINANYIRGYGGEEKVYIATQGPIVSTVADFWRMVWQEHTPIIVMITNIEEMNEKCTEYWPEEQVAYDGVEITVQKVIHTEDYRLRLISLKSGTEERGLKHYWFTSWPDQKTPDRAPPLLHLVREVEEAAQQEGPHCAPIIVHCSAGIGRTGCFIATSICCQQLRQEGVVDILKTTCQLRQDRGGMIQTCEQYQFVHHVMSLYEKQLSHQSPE
#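 Measure: Control-normalized % inhibition with plate pattern correction | Test system: STEP phosphatase, cell-free reaction | Medium: pH 6.0 Bis-Tris with DTT and Tween 20 | Technique: Fluorescence, 480/540 nm | Times: Reaction 20 min, ambient temperature | Doses: Single compound dose of 20 µM, 1% DMSO final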
# Starred values were filed as active, the others as inactive; i = inactive; · = no result given; & = joins results of further samples. An unsorted share of the library; about 3.9% have a hit in one of these screens.
SMILES,DNMT1 block,LMPTP inh,SKN-1 block,MT1-MMP act inh,CendR NRP1 mod,SUMO1 PPI mod,Scp-1 inhibitor,Rpn11 inh,NadD inh,STEP inh
Cc1ccc(OC(=O)CCC(=O)Nc2ccc(Br)cc2)cc1,4,-1.5,0,0,4,1,-8,i,-7,-4
NS(=O)(=O)c1ccc(OC(=O)CNC(=O)OCc2ccccc2)cc1,-2,1.0,-2,-2,-1,7,-4,i,-4,-2
CCc1ccc(-c2nc(CSCC(=O)NCCCN3CCCC3=O)c(C)o2)cc1,4,-1.2,22,16,1,-6,-8,i,-1,-1
CCOC(=O)C1=C(C(F)(F)F)Nc2ncnn2C1c1cc(OC)ccc1OC (stereo not given),3,-1.1,-7,1,-9,-1,-4,i,-4,-5
CC1(C)Cc2ccccc2C(NNC(=O)c2ccc(Br)o2)=N1,1,0.1,1,2,8,2,0,i,-3,-1
C/C(=N\Nc1ccccc1)c1cccc(N)c1,-25,-0.7,0,7,-9,-2,-1,i,1,-6
CC(C)CC(=O)c1c[nH]c(C(=O)NCCCN2CCOCC2)c1,3,-1.3,5,1,-6,45*,-8,i,2,1
CN(C)C(CNC(=O)c1ccc2c(=O)n(-c3ccccc3F)c(=S)[nH]c2c1)Cc1ccccc1 (stereo not given),-4,0.9,18,-3,2,1,2,i,7,0
COc1ccc2nc(C)cc(SCC(=O)N/N=C/c3ccc(O)cc3O)c2c1,-3,16,-6,-1,-19,8,-7,i,13,-3
O=C(NCCC1CCCCN1S(=O)(=O)c1ccccc1)C(=O)Nc1ccc(F)cc1F (stereo not given),0,0.0,10,-4,-5,7,-6,i,-15,-2
COc1ccc(S(=O)(=O)Nc2nnc(C(C)(C)C)s2)cc1,0,2.1,-2,1,-8,0,-8,i,9,8
O=C(C(=O)N1CCC(Cc2ccccc2)CC1)c1ccccc1,·,0.7&-1.1,4&-4,0&-2,7&-14,-1&0,·,·,·,·
COc1cc(OC)cc(C(=O)NCC(=O)OCc2ccc(Cl)c(Cl)c2)c1,0,3.4,0,-2,-9,3,-9,i,-9,-1
COc1ccc(S(=O)(=O)N(C)CC(=O)Nc2ccc(C(F)(F)F)cc2)cc1Cl,3,1.7,-12,-1,-3,-3,-6,i,-8,1
CCn1c(SCc2ccccc2)nc2cc(OC)c(OC)cc2c1=O,2,1.1,-1,-9,10,7,-8,i,-10,0
O=C(NCc1cccs1)C(=O)NCC1OCCCN1S(=O)(=O)c1cc(F)ccc1F (stereo not given),-1,-0.7,19,3,8,-1,-4,i,4,1
O=C(N/N=C/c1c[nH]c2ccccc12)c1cc(-c2ccc3ccccc3c2)n[nH]1,-7,2.1,15,-2,3,4,0,i,23,-2
CC1(C)CC(=O)C2=C(C1)NCN(Cc1ccc3c(c1)OCO3)C2,-2,-2.7,-2,1,-2,11,-14,i,-4,1
O=C1Nc2ncccc2OC1CCCl (stereo not given),-1,-3.2,-11,-4,0,-2,9,i,6,0
Cc1sc2ncnc(NCc3ccco3)c2c1C,21,4.6,1,0,-32,8,23,i,3,1
O=c1/c(=C\c2cccn2-c2ccccc2)sc2nc3ccccc3n12,39,-0.4,-6,-3,-16,-1,-5,i,-1,2
CCOc1ccc(NC(=O)CSc2nnnn2C2CC2)cc1S(=O)(=O)N1CCCC1,0,1.4,-13,0,-6,3,-8,i,-5,-4
CS(=O)(=O)c1ccc(NC(=O)c2cccc(S(=O)(=O)N3CCN(Cc4ccccc4)CC3)c2)cc1,-2,1.1,4,-3,7,-6,-7,i,6,-1
COc1ccc(N(CC(=O)NC2CCCC2)C(=O)c2ccc(N3CCCCC3)nc2)cc1,2,0.4,-18,0,4,3,3,i,-3,-4
COc1ccc(CC(=O)O/N=C(\N)Cc2ccc(OC)c(OC)c2)cc1,2,1.4,6,-3,-4,-4,-7,i,-1,1

# Grouped by structure: the entries above containing a Cl atom (3)
SMILES,DNMT1 block,LMPTP inh,SKN-1 block,MT1-MMP act inh,CendR NRP1 mod,SUMO1 PPI mod,Scp-1 inhibitor,Rpn11 inh,NadD inh,STEP inh
COc1cc(OC)cc(C(=O)NCC(=O)OCc2ccc(Cl)c(Cl)c2)c1,0,3.4,0,-2,-9,3,-9,i,-9,-1
COc1ccc(S(=O)(=O)N(C)CC(=O)Nc2ccc(C(F)(F)F)cc2)cc1Cl,3,1.7,-12,-1,-3,-3,-6,i,-8,1
O=C1Nc2ncccc2OC1CCCl (stereo not given),-1,-3.2,-11,-4,0,-2,9,i,6,0

# Look-ups from the list.
# Result for COc1cc(OC)cc(C(=O)NCC(=O)OCc2ccc(Cl)c(Cl)c2)c1 in CendR NRP1 mod: -9
# Result for NS(=O)(=O)c1ccc(OC(=O)CNC(=O)OCc2ccccc2)cc1 in NadD inh: -4

# Further structures follow:
SMILES,DNMT1 block,LMPTP inh,SKN-1 block,MT1-MMP act inh,CendR NRP1 mod,SUMO1 PPI mod,Scp-1 inhibitor,Rpn11 inh,NadD inh,STEP inh
COC(=O)NC1(C(=O)O)CCCC1,2,1.6,11,·,0,-5,6,i,-3,1
COc1ccccc1Oc1ccc(N/C=C/C(=O)c2ccco2)cc1,-13,3.0,4,-1,-16,-15,-1,i,3,11
O=C(O)c1cccnc1SCc1ccc([N+](=O)[O-])cc1,2,-2.2,6,-2,-8,-18,-10,i,-12,1
CN(C(=O)COC(=O)CSc1cc(Cl)ccc1Cl)c1c(N)n(Cc2ccccc2)c(=O)[nH]c1=O,-1,-0.2,9,0,-5,-2,-11,i,7,1
COc1ccc(OC)c(C2C3=C(N=C4SCC(=O)N42)c2ccccc2CC3)c1 (stereo not given),-8,0.6,-4,-7,-10,-9,-7,i,23,-1
Cc1cc(C)n(C(=O)Cn2nc(C)c(Br)c2C)n1,-4,-1.5,1,2,11,5,-6,i,-4,1
Oc1cccc(C(O)CNCc2ccc(OCc3ccc(Cl)cc3Cl)cc2)c1 (stereo not given),-6,1.7,3,2,2,0,-1,i,7,2
Cc1cncc(NCc2cccc(Cl)c2)n1,-1,-1.4,10,3,1,1,·,i,0,1
Cc1ccccc1CSc1ccc(-c2ccc3c(c2)OCO3)nn1,1,4.9,7,6,8,-1,-8,i,2,-2
Nc1nc(-c2ccccc2)cn1/N=C/c1ccccc1,-7,0.4,21,1,13,-11,-6,i,-4,-1
CC(C)C(=O)N1CCCC1(C)C(=O)NCc1ccccn1 (stereo not given),6,-1.8,22,4,6,-3,·,i,4,-2
N/C(=N\OS(=O)(=O)c1cccc([N+](=O)[O-])c1)c1ccncc1,0,-1.0,6,1,-9,-13,-8,i,-3,-1
CCOc1nc(NCCC2=CCCCC2)nc(N2CCOCC2)n1,2,0.0,15,-1,1,-7,-3,i,1,3
C/C(CCc1ccccc1)=N\NC(=S)NCCc1ccccc1,1,2.0,-12,0,8,0,4,i,9,1
O=C(O)C1C2C=CC(C2)C1C(=O)OCC1CCCO1 (stereo not given),-3,-1.0,15,6,3,2,-1,i,4,-3
CCCCN1C(=O)C(=O)N(CC(=O)c2ccc3c(c2)CCCC3)C1=O,3,2.5,7,0,10,0,-5,i,0,3
CC(C)NC(=O)C1c2ccccc2Oc2ccccc21,2,-2.2,11,-1,-1,2,-14,i,-13,0
CS(=O)(=O)c1ncc(Cl)c(C(=O)Nc2ccc(N3CCOCC3)cc2)n1,-3,-1.2,5,6,-3,-11,-11,i,-5,-2
O=S1(=O)CC(N2CCCCC2)CN1Cc1cn(Cc2ccc(F)cc2)nn1 (stereo not given),·,-1.5,1,4,2,1,·,·,-1,·
Cc1ccc(NC(=O)CSc2nccc(=O)[nH]2)c(S(=O)(=O)N2CCOCC2)c1,0,2.3,5,5,17,2,6,i,-6,-6
Fc1ccc(NC(=S)Nc2cccnc2)c(Cl)c1,2,-2.2,13,0,-9,2,-7,i,-6,4
O=C(Nc1ccccc1N1CCOCC1)c1cccc([N+](=O)[O-])c1,-4,-0.3,4,-10,-8,-13,0,i,0,-2
CCN(c1ccccc1)S(=O)(=O)c1ccc(Cl)c(NC(=O)CNCc2ccccc2OC)c1,1,0.1,2,1,14,4,11,i,1,2
CN(C)C(=S)c1ccccc1,2,-0.2,3,0,-5,3,-7,i,1,6
CC[C@]12c3[nH]c4ccc(Cl)cc4c3CCN1C(=O)[C@@H](CC(=O)NC/C=C(\C)CCC=C(C)C)C[C@@H]2C(=O)N1CCN(C(=O)c2ccco2)CC1,-17,4.8,3,-1,-9,4,-4,i,-1,0
# Additional entries
SMILES,DNMT1 block,LMPTP inh,SKN-1 block,MT1-MMP act inh,CendR NRP1 mod,SUMO1 PPI mod,Scp-1 inhibitor,Rpn11 inh,NadD inh,STEP inh
COc1cc(NC(=S)N2CCN(S(=O)(=O)c3ccc(C)cc3)CC2)cc(OC)c1,1,3.6,10,-2,-16,7,-14,i,-6,2
O=C(NCC(c1ccco1)N1CCN(c2ccccc2)CC1)C(=O)NC1CCCC1 (stereo not given),2,-0.7,-2,4,-9,-3,-3,i,3,0
CCc1nn(CCCC(=O)NCc2cc(Br)ccc2OC)c(=O)c2cc3occc3n12,-5,11,21,1,10,4,-4,i,-5,1
CCCCN(C)C(=O)c1cc2c(Cl)nc3ccccc3c2s1,4,1.3,7,-1,-7,-2,-5,i,-8,4
CCOC(=O)C1(Cc2ccc(O)cc2)NC(c2ccccc2F)C2C(=O)N(C)C(=O)C21 (stereo not given),-1,-0.2,31,1,7,-3,-4,i,-3,1
CC(C)CNC(=O)c1ccccc1N(Cc1ccccc1)S(C)(=O)=O,-2,-1.4,8,1,8,3,-6,i,-5,2
CS(=O)(=O)N1CCN(Cc2ccc([N+](=O)[O-])cc2)CC1,-3,0.0,-12,-3,-5,-16,6,i,-8,-3
COc1ccc(-c2cc(C(=O)N3CCN(C(=O)c4ccccc4F)CC3)[nH]n2)cc1,1,0.0,10,0,0,1,3,i,5,-2
FC(F)(F)c1cc(Oc2ccc(Cl)cc2)ncc1-c1nnc(-c2ccc(Cl)cc2)o1,0,3.8,4,-2,-1,-3,-17,i,0,4
O=S(=O)(c1ccccc1Br)N(CC(O)COCc1ccccc1)C1CC1 (stereo not given),5,2.2,-24,-1,-6,5,-7,i,-6,0
O=C(NCC(c1ccco1)N1CCCC1)c1ccc(S(=O)(=O)Nc2ccc(F)cc2)cc1 (stereo not given),17,0.7,10,2,-4,0,1,i,-5,0
CCOC(=O)C1=C(O)C(=O)N(Cc2ccccc2)CC1,0,-1.5,2,2,-10,-5,-7,i,-2,2
Cc1cc(=O)[nH]c(NN)n1,0,-1.4,-8,2,-9,-5,-7,i,-10,-2
O=C(NCc1cccs1)C1CCN(S(=O)(=O)c2ccc3c(c2)OCCO3)CC1,1,-0.6,6,5,4,-3,-11,i,0,-1
C=CCn1nnnc1SCC(=O)Nc1ccccc1C(=O)OC,-1,-1.1,5,1,-1,-2,-4,i,3,-1
